# Compound activity (PubChem BioAssay)
# EphA4 KYL inhibition – inhibitors of EphA4 binding to KYL peptide, primary screen, biochemical, colorimetric, mouse EphA4 (AID 689); EphA4-AP binding to KYL peptide, pNPP A405; higher % means a stronger effect; inhibition, % at 10 µM; hits with a dose series show IC50 in µM; 0.1% of 62,000 active; in the data active = a potency from the dose series; inactive = the rest, 99 in 100 with inhibition below about 22%
# Starred values were filed as active, the others as inactive; & = joins results of further samples. Not all compounds are listed. The share of hits here may be higher or lower than overall.
# Sample of the layout, seven compounds:
SMILES,EphA4 KYL inhibition
COc1cccc(OCCCCCN2CCOCC2)c1,16%
O=S(=O)(Cc1ccccc1)/C1=C(\N2CCOCC2)CCCCCC1,9%
Cc1cc(C)c2nc(NC(=O)c3cc(C)on3)sc2c1,-15%
O=C(CNC(=O)c1ccco1)OCC(=O)c1ccc2c(c1)CCCC2,-14%
COC(=O)c1[nH]c2cccc(OC)c2c1NC(=O)CCN1CCC(C(N)=O)CC1,11%
CCCCn1c(-c2ccccc2)nc2c(=O)n(C)c(=O)[nH]c21,-10%
COc1ccccc1C(=O)N/C(=C/c1ccc(Br)cc1)C(=O)NCC(=O)O,-1%

# The whole of this part, from the start:
SMILES,EphA4 KYL inhibition
COc1cccc(OCCCCCN2CCOCC2)c1,16%
O=S(=O)(Cc1ccccc1)/C1=C(\N2CCOCC2)CCCCCC1,9%
Cc1cc(C)c2nc(NC(=O)c3cc(C)on3)sc2c1,-15%
O=C(CNC(=O)c1ccco1)OCC(=O)c1ccc2c(c1)CCCC2,-14%
COC(=O)c1[nH]c2cccc(OC)c2c1NC(=O)CCN1CCC(C(N)=O)CC1,11%
CCCCn1c(-c2ccccc2)nc2c(=O)n(C)c(=O)[nH]c21,-10%
COc1ccccc1C(=O)N/C(=C/c1ccc(Br)cc1)C(=O)NCC(=O)O,-1%
CS(=O)(=O)N(CC(O)Cn1c2ccccc2c2ccccc21)c1ccc(Cl)cc1 (stereo not drawn),5%
O=C(Cn1nnc(-c2ccc(CN3CCOCC3)cc2)n1)Nc1nc(-c2ccccc2)cs1,-10%
Cc1ccc(CN2CCN(/N=C/c3cccc(F)c3)CC2)cc1,-3%
Cc1cccc(C)c1NC(=O)CSc1nc(COc2ccccc2)nc2ccccc12,-4%
C#CCOC(=O)CCC(=O)NCCc1ccccc1,-4%
CCOC(=O)/C(=C/c1c[nH]c2ccccc12)NC(C)=O,-19%
CC(CO)Nc1nc(SCc2ccccc2)nc2sc3c(c12)CCC3 (stereo not drawn),-5%
CCCCOc1ccc(OCCNS(=O)(=O)N(C)C)cc1,-7%
CCOC(=O)c1ccc2c(c1)n(CCO)c(C)[n+]2CC,-7%
CCN(CC)CCNC(=O)Cc1nn(CC)c(=O)c2ccccc12,-2%
COc1ccc(/C=C/C(=O)N2CCOCC2)cc1Br,-5%
Cc1ccc(S(=O)(=O)ON=C2CCN(S(=O)(=O)c3ccccc3)CC2)cc1,7%
CCOc1cc2[nH]c(=O)n(Cc3ccccc3)c(=O)c2cc1OCC,-13%
O=c1nc2s/c(=C/c3ccc(Cl)c(Cl)c3)c(=O)n2nc1Cc1ccccc1,12%
O=C(O)/C=C\C(=O)NCc1ccccc1,-23%
CCOC1Cc2ccccc2N(C(N)=O)c2ccccc21 (stereo not drawn),1%
CCCOC(=O)c1ccc(NC(=O)COc2ccc3ccccc3c2)cc1,-6%
COc1cc(/C=C2/SC(=S)N(Cc3ccccc3)C2=O)cc(Cl)c1OCc1ccccc1,-6%
O=C(CSc1nnnn1C1CCCCC1)NCc1ccc2c(c1)OCO2,-14%
O=C(O)CCC(=O)NCCn1c(-c2ccccc2)csc1=Nc1ccccc1,-2%
CS(=O)(=O)N1CCC(C(=O)Nc2cccc(C(F)(F)F)c2)CC1,-8%
COC(=O)c1cc(NC(=O)Nc2cccc(Cl)c2)ccc1Cl,3%
CCC(=O)Nc1ccc(N2CCN(Cc3ccccc3F)CC2)cc1,2%
CNc1nc(-c2c[nH]c3ccccc23)cs1,-3%
O=C(CNc1cccc(Cl)c1)c1ccc(Br)cc1,-11%
COc1ccc(CCNC(=O)Cn2cnc3c2c(=O)n(C)c(=O)n3C)cc1OC,-12%
CC1(C)CC(=O)C2=C(C1)OC(/N=C/N1CCOCC1)=C(C#N)C2c1ccccc1 (stereo not drawn),0%
Cc1ccc(NC2c3ncccc3C(=O)N2C2CCCCC2)cc1 (stereo not drawn),-11%
COC(=O)c1cccc(OC(N)=O)c1,7%
CCOC(=O)Cc1csc(NC(NC(=O)OCC)(C(F)(F)F)C(F)(F)F)n1,-16%
CCC(CC)C(=O)OCC(=O)Nc1ccc(S(=O)(=O)N2CCOCC2)cc1OC,-9%
O=C(CCSc1ccc(F)cc1)Nc1ccc(-n2cnnn2)cc1,14%
Cc1cc(N2CCCC(C(=O)Nc3ccc4c(c3)CCC4)C2)n2ncnc2n1 (stereo not drawn),-20%
COc1ccc(-c2c(-c3ccc(Cl)cc3)nn(-c3ccccc3)c2N)cc1OC,-4%
CCCCCC1CCC(C(=O)O)CC1 (stereo not drawn),-5%
O=C(CCc1ccccc1)Nc1ccc2c(c1)OCCO2,-4%
O=C1NC(=S)NC(=O)C1=Cc1ccccc1OCc1ccc([N+](=O)[O-])cc1,3%
Cc1oc(-c2ccccc2)nc1CS(=O)CC(=O)O (stereo not drawn),-9%
CC1(C)Cc2nc3sc4c(=O)n(CC(=O)NCc5ccco5)cnc4c3cc2CO1,-4%
CCOC(=O)C1CCN(C(=O)CCc2c(C)nc3ncnn3c2C)CC1,-9%
CCOC(=O)N1CCN(S(=O)(=O)c2cccc3cccnc23)CC1,2%

# Part of the list above, reformatted.
compound	EphA4 KYL inhibition
O=C1NC(=S)NC(=O)C1=Cc1ccccc1OCc1ccc([N+](=O)[O-])cc1	3%
Cc1oc(-c2ccccc2)nc1CS(=O)CC(=O)O (stereo not drawn)	-9%
CC1(C)Cc2nc3sc4c(=O)n(CC(=O)NCc5ccco5)cnc4c3cc2CO1	-4%
CCOC(=O)C1CCN(C(=O)CCc2c(C)nc3ncnn3c2C)CC1	-9%

# Additional results.
SMILES,EphA4 KYL inhibition
O=C1C2C3C=CC(C3=C(c3ccccc3)c3ccccc3)C2C(=O)N1c1cccc(C(F)(F)F)c1 (stereo not drawn),-10%
Cc1ccc2c(c1)c1ncn(CCC3=CCCCC3)c(=O)c1n2C,-5%
Cc1ccc(-n2c(C)cc(/C=N/Nc3ccc([N+](=O)[O-])cn3)c2C)c(C)c1,-7%
O=[N+]([O-])c1cccc2c1NC(c1ccccc1F)C1CC=CC21 (stereo not drawn),11%
CCN1CCCC(OC(=O)Nc2ccccc2)C1 (stereo not drawn),-15%
CCOC(=O)c1c(NC(=O)c2ccc(S(=O)(=O)N3CCOCC3)cc2)sc2c1CCN(C)C2,-4%
CCCOC(=O)Nc1nc2ccccc2o1,0%
Nc1ccc2nc(SCC(=O)NCc3ccco3)sc2c1,5%
CCCS(=O)(=O)N1CCCC(C(=O)NCc2cccnc2)C1 (stereo not drawn),-8%
O=C1CC(SCCc2nc3ccccc3[nH]2)C(=O)N1c1ccc(F)cc1 (stereo not drawn),-11%
O=C(c1ccco1)N1CCN(c2ncccn2)CC1,-8%
Cn1cc(CC(=O)NCCCN2CCCC2=O)c2ccccc21,-5%
CCCCN(CCCC)CCNC(=O)CNC(=O)c1cccs1,-2%
COc1cc(C2C3CN(C)CC=C3C(C#N)=C(N)C2(C#N)C#N)ccc1OC(C)C (stereo not drawn),-4%
CCOC(=O)Cn1c(-c2ccccc2)nc2ccccc2c1=O,-6%
Cc1[nH]c2ccccc2c1-c1nc2ccccc2[nH]1,5%
Cc1ccc(-n2c(O)c(/C=N/n3cnnc3)c3ccccc3c2=O)cc1,0%&-11%
CS(=O)c1ccccc1COC(=O)Nc1cccc(Cl)c1 (stereo not drawn),-13%
CN1CC2(Cc3c1ccc1ccccc31)C(=O)OC(C)(C)OC2=O,1%
O=C(CSC1=NCCS1)N1CCCCCC1,-20%
C=CCSc1nnc2c(n1)OC(c1cccnc1)N(C(C)=O)c1ccccc1-2 (stereo not drawn),-2%
O=C(CSc1ncn[nH]1)NCc1ccccc1,8%
O=C(N(c1ccc(Cl)cc1)C1C=CS(=O)(=O)C1)C(F)(F)F (stereo not drawn),-3%
COc1ccc(-c2oc3ncnc(N)c3c2-c2ccccc2)cc1,-26%

# Pulled one by one from the list above, 4 records:
SMILES,EphA4 KYL inhibition
CN1CC2(Cc3c1ccc1ccccc31)C(=O)OC(C)(C)OC2=O,1%
COc1ccc(-c2oc3ncnc(N)c3c2-c2ccccc2)cc1,-26%
C=CCSc1nnc2c(n1)OC(c1cccnc1)N(C(C)=O)c1ccccc1-2 (stereo not drawn),-2%
CCOC(=O)Cn1c(-c2ccccc2)nc2ccccc2c1=O,-6%

# Other results:
SMILES,EphA4 KYL inhibition
O=C(COC(=O)Cn1cnc2ccccc21)Nc1ccc2c(c1)OCCO2,-12%
Cc1cc(C)nc(NCC(O)CNc2ccccc2C)n1 (stereo not drawn),-4%
O=C(c1ccco1)N1CCN(CC(O)COc2ccc3oc4ccccc4c3c2)CC1 (stereo not drawn),-6%
O=C(c1cc2c(s1)CCC2)N1C(=O)c2ccccc2S1(=O)=O,-24%
COc1ccccc1NC(=S)N1CCN(C(=O)c2ccco2)CC1,-4%
CCOC(=O)C1CCCN(C(=O)c2cncc(Br)c2)C1 (stereo not drawn),-19%
O=C(c1ccc(Cl)cc1)c1cnc2ccccn12,3%
Cc1ccc(C(C(=O)NC2CCCCC2)N2CCC3(CC2)OCCO3)cc1 (stereo not drawn),-3%
O=C(Nc1ccc(-c2nnc(-c3ccccc3)o2)cc1)C(c1ccccc1)c1ccccc1,-4%
Cc1nc2ccc(S(=O)(=O)NCC(=O)N3CCN(c4ccccn4)CC3)cc2s1,-4%
O=C(Nc1ccc(I)cc1Cl)c1cccc(Cl)c1Cl,6%
COc1cc(C(C(=O)NC(C)(C)C)N(C(=O)CNC(=O)c2cccs2)c2ccc(C(C)C)cc2)cc(OC)c1OC (stereo not drawn),-4%
O=C(NCC(=O)N(c1ccccc1)C(C(=O)NC1CCCC1)c1cccnc1)c1cccs1 (stereo not drawn),-7%
COc1ccc(S(=O)(=O)CC(O)CN2CCCC2=O)cc1 (stereo not drawn),-2%
Clc1cccc(/C=N/Nc2nc(Cl)nc3ccccc23)c1,0%
COc1ccc(CN2C(=O)NC3(CCCCCC3)C2=O)cc1F,-2%
S=C(c1cn(-c2ccccc2)nc1-c1cccs1)N1CCOCC1,6%
COCCCNC(=O)CN(c1cccc(Cl)c1)S(C)(=O)=O,-4%
CN1C=CC(=C2C(=O)c3ccccc3C2=O)C=C1,0%
O=C(/C=C/c1cccc(C(F)(F)F)c1)Nc1ccccc1[N+](=O)[O-],8%
C=CCn1c(SCc2c(C)noc2C)nc2sc(C)c(C)c2c1=O,-12%
O=C(N/N=C/c1ccc([N+](=O)[O-])cc1)c1ccc2nc[nH]c2c1,6%
CC(=O)N1c2c(cc(Br)cc2S(=O)(=O)NCC2COc3ccccc3O2)CC1C (stereo not drawn),2%
O=C(NC(NNc1ccc([N+](=O)[O-])cc1)(C(F)(F)F)C(F)(F)F)c1ccc(Cl)cc1,4%
Cc1ccc(C(=O)CSc2nc(O)cc(=O)[nH]2)c(C)c1,-1%
COc1ccc(/C=C2\SC(=S)N(CC(=O)Nc3ncc(Cc4ccc(C)cc4)s3)C2=O)cc1OC,10%
FC(F)(F)c1cnc2c(c1)Nc1ccccc1S2,3%
O=C(COC(=O)C1=COCCO1)Nc1ncc(C(F)(F)F)cc1Cl,-4%
CCC(CO)NCCNC(CC)CO (stereo not drawn),-1%
CCOC(=O)COc1ccc2oc(C)c(C(=O)OC(C)C)c2c1,-21%
COc1cc([N+](=O)[O-])ccc1NC(=O)Cn1cnc2c1c(=O)n(C)c(=O)n2C,-4%
COc1cccc(NC(=O)C2CC(=O)N=C(N)S2)c1 (stereo not drawn),14%
CCC(=O)c1ccc(OCC(O)CN2CCCCC2)cc1 (stereo not drawn),1%
COc1ccc(-c2cc(=Nc3ccc(C)cc3)c3ccccc3o2)cc1,6%
O=S1(=O)N=C(N2CCc3ccccc3C2)c2ccccc21,13%
O=C(CNC(=O)c1ccco1)OC(C(=O)c1ccccc1)c1ccccc1 (stereo not drawn),-8%
COc1ccc(Br)cc1/C=N/n1cnnc1,-8%
COc1ccc(NC(=O)c2sc3cc(C)ccc3c2Cl)c([N+](=O)[O-])c1,0%
CC(C)Oc1ccc(CNC(=O)Cn2c(=O)oc3ccccc32)cc1,-17%
CC(C)Oc1nc(-c2ccc(Br)cc2)nc2ccccc12,1%
CCn1nnc2sc3c(c2c1=O)CCC(C)C3 (stereo not drawn),9%
Cc1ccc(CS(=O)(=O)Cc2ccc(C(=O)NCc3ccco3)o2)cc1,-14%
CC(C)CCOCC(=O)Nc1cccc(C(=O)O)c1,0%
N#CC(C#N)=c1ccc2c(c1)NC1(CCCCC1)N=2,-2%
CCOC(=O)c1nn(-c2ccccc2C)c(=O)c(C#N)c1C,-3%
Cn1ccnc1C(=O)c1cc(=O)c2ccccc2o1,-4%
CCN(C(=O)CN1CCN(c2ccccc2)CC1)c1c(N)n(Cc2ccccc2)c(=O)[nH]c1=O,-7%
CC1S/C(=C(\C#N)C(=O)NCc2ccco2)N(Cc2ccco2)C1=O (stereo not drawn),-10%
CCOC(=O)C1CCN(c2cc(=O)n(C3CCCCC3)c(=O)[nH]2)CC1,4%
CC(C)(C)c1ccc(C(=O)NNC(=O)C(=O)N2CCCCC2)cc1,-13%
COc1ccc(CCN/C=C2\CC(=O)NC2=O)cc1OC,-5%
Cc1ccc(C(=O)OC2CCS(=O)(=O)c3sccc32)cc1 (stereo not drawn),-1%
CCN(CC)CCNC(=O)Cn1nc(Cc2cccnc2)c2ccccc2c1=O,-7%
O=C1c2ccccc2NC(c2cnc3ccccc3n2)N1O (stereo not drawn),-8%
CC(=O)c1cc(F)c(N2CCOCC2)cc1C,-7%
CCc1ccc(NC(=O)N(CCCOC(C)C)C2CCN(C(C)=O)CC2)cc1,-10%
CCN(CCCNC(=O)C1CCN(S(=O)(=O)CC)CC1)c1cccc(C)c1,2%
Cc1csc(NC(=O)c2ccc(C)c(S(=O)(=O)N3CCCCC3)c2)n1,-9%
CSCC[C@H](NC(=O)OC(C)(C)C)C(=O)N1CCC(C(=O)N[C@@H](C)C(=O)O)CC1,-19%
CSc1nnc2c3cc(C)ccc3n(Cc3ccccc3)c2n1,-14%

# Remaining list, next part:
SMILES,EphA4 KYL inhibition
COc1cc(S(=O)(=O)N2CCCC3(CCCCC3)C2)ccc1-n1cnnn1,10%
O=C(NC1CC1)c1scc2c1OCCO2,-10%
Cn1c(NCC2CCCO2)nc2c1c(=O)n(Cc1ccccc1)c(=O)n2C (stereo not drawn),-6%
O=C(O)CCC(=O)c1ccc2c(c1)OCCCO2,-2%
O=C(NCc1ccco1)c1ccc(Cn2c(=O)c3sccc3n(Cc3ccc(F)cc3)c2=O)cc1,-18%
CC(=O)CC(=O)Nc1ccc(Cl)cc1Cl,11%
